Compound activity as filed in PubChem.
ELG1 genotoxic = induces genotoxicity in HEK293T cells with luciferase-tagged ELG1 | HEK293T ELG1-luciferase reporter, luminescence, 16 h | Potency, µM (top dose mostly 46 µM), inactives show at the top dose activity change, positive = activation, usual class: activators | AID 504466 | 330,000 compounds, 1.3% hits; note: % of control where 0% means no effect; nearly all actives have a fitted effect of over 60% in size
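HEK293T cells expressing luciferase-tagged ELG1 were exposed to compound or DMSO vehicle for 16 hr at 37 °C and 5% CO2. Luciferase activity was then measured with ONE-Glo after 30 min at room temperature.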
FLuc counter = counter-screen for miR-21 project: firefly luciferase inhibitors or activators. purified FLuc, Km substrates, luminescence inhibition. Potency, µM (highest dose often 57.5 µM), for inactives: at the highest dose activity change, negative = inhibition, most hits filed as inhibitors. 360,000 compounds, 6.9% hits. AID 588342;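 note: plate controls were vehicle for no effect and reference inhibitor for full effect; nearly all actives have a fitted effect of over 55% in size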
Target sequence (P08659 whole entry, looked up): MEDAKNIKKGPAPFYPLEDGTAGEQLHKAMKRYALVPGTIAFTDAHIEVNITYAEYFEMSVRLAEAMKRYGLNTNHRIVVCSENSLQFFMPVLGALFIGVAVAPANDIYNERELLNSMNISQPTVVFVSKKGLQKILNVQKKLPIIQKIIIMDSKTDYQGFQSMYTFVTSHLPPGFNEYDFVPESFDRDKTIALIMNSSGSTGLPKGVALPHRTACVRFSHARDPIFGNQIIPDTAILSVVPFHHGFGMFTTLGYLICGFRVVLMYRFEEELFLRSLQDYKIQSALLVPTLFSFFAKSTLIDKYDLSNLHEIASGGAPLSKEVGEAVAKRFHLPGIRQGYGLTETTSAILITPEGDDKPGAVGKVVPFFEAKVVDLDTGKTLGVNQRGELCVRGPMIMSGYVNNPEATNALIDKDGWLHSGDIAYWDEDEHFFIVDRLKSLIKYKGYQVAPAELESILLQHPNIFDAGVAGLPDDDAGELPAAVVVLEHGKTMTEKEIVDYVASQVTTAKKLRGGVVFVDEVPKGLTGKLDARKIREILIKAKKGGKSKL
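Biochemical qHTS of compounds, final roughly 60 µM downward over six points, against 10 nM purified firefly luciferase using Km concentrations of substrates (10 uM D-luciferin, 10 uM ATP) in Tris acetate pH 7.5 buffer; luminescence output.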
p53 reactivator = re-activators of mutant p53 | Potency, µM (doses to about 92.2 µM), inactives show top-dose activity change, positive = activation, actives largely listed as activators | AID 504706 | H1299 p53-A138V BP100-luciferase reporter, luminescence, 24 h | 320,000 compounds, 0.063% hits; note: % of control where 0% means no effect; nearly all actives have a fitted effect of over 45% in size
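p53-null H1299 cells stably carrying temperature-sensitive p53-A138V and a BP100-luciferase reporter were pinned with compounds (4-point, 1:5 series) and held 24 hrs at 37 deg C. Luminescence was read 10 min after detection reagent.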
NPC1 promoter act = NPC1 promoter activation; 320,000 compounds, 2.4% hits; Huh7 NPC1 promoter luciferase reporter, 24 h; AID 485313; Potency, µM (highest dose often 9.22 µM), inactives show top-dose activation, most hits filed as activators;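 note: % of control where 0% means no effect; nearly all actives have a fitted effect of over 60% in size; reporter is driven by a mutant NPC1 promoter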
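Cells: Huh7 expressing luciferase under the NPC1 promoter, 1500/well. Seeded 2 h, compound added, incubated 24 h at 37 °C. Luciferase reagent, 10 min ambient, then luminescence.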
uPA surface inh = cell surface uPA generation inhibition; 330,000 compounds, 0.31% hits; AID 540303; cell surface uPA generation assay, qHTS; Potency, µM (titrated, usually from 38.3 µM), without a hit: at the highest dose activity change, negative = inhibition, most hits filed as inhibitors; active = well fitted inhibition curve with a large enough effect; inconclusive = small, poorly fitted or top-dose-only effect; inactive = no such curve, though single readings can be large or run the other way; tested in mouse RAW 264.7 cells; note: % is set by controls: 0 for no effect and ±100 for the full control effect; nearly all actives have a fitted effect of over 55% in size
MBNL1-CUG inh = blocks human MBNL1 binding to CUG repeat RNA | Q9NR56 | TR-FRET MBNL1-His/biotin-(CUG)12 binding, 665/545 ratio | Potency, µM (highest dose often 57.5 µM), without a hit: top-dose activity change, negative = inhibition, hits mostly inhibitors | 280,000 compounds, 0.036% hits | AID 2675; active = well fitted inhibition curve with a large enough effect in the signal ratio, with a control signal flat, not every such curve was filed as active; inconclusive = small, poorly fitted or top-dose-only effect, or effect the other way, or a change in a side signal; inactive = no such curve, though single readings can be large or run the other way; the % refers to the signal ratio; note: % is set by controls: 0 for no effect and ±100 for the full control effect
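TR-FRET readout: Ex 340 nm, 665/545 nm emission ratio, normalized to buffer-only (basal) and MBNL1-(CUG)12 controls. Complex of MBNL1-His with Biotin-(CUG)12, compounds 92 nM–58 uM, incubated 60 min at room temperature.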
RORgamma inh = ROR gamma (mouse) transcription inhibition; Drosophila S2 Gal4-RORgamma UAS-luciferase reporter, 20 h; Potency, µM (highest dose often 53.6 µM), inactives show top-dose activity change, negative = inhibition, usual class: inhibitors; 310,000 compounds, 5.4% hits; note: % is set by controls: 0 for no effect and ±100 for the full control effect; nearly all actives have a fitted effect of over 60% in size
Target sequence (P51450 whole entry, looked up, the tested form may be a part): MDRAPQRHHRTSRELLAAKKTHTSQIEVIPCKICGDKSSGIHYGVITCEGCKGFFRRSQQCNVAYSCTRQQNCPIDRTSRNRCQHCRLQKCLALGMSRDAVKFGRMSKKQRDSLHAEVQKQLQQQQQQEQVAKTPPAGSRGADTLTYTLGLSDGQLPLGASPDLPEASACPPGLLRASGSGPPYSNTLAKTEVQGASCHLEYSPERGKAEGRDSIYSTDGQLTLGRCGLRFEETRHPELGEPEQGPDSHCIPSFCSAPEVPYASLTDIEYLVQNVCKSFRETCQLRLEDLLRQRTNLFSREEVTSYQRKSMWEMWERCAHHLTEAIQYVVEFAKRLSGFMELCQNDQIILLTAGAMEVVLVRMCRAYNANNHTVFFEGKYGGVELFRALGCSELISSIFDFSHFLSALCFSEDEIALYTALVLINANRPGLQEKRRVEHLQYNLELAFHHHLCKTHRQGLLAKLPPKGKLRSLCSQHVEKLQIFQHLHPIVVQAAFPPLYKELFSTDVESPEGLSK
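Read-out: Photinus luciferase luminescence; inhibitors lower reporter signal. Insect Schneider cells with Gal4-ROR gamma fusion under metallothionein promoter, UAS reporter; 700 uM final copper sulfate induction, 20 hr, ambient temperature.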
Gal4-VP16 FLuc = Gal4-VP16 reporter inhibition counter-screen; Drosophila S2 Gal4-VP16 UAS-luciferase, luminescence, 20 h; AID 2546; 310,000 compounds, 3.5% hits; Potency, µM (top dose mostly 53.6 µM), inactives show at the top dose activity, negative = inhibition, usual class: inhibitors;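 note: Gal4-VP16 expression switched on by copper sulfate through the metallothionein promoter; % is set by controls: 0 for no effect and ±100 for the full control effect; nearly all actives have a fitted effect of over 50% in size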
BRCA1 expr act = increases BRCA1 expression | Potency, µM (highest dose often 46.1 µM), for the others: at the highest dose activation, most hits filed as activators | MCF7-BRCA1-FFLuc reporter, luminescence, 48 h; response scale: scaled: vehicle 0%, 10 µM genistein 100% | AID 624202 | 380,000 compounds, 1.1% hits; note: nearly all actives have a fitted effect of over 80% in size; some results filed as inactive show a strong effect at the top dose
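MCF7-BRCA1-FFLuc cells, 2000/well in phenol-red-free MEM, attached 2 h then treated 48 h at 37 C. Luciferase luminescence read 15 min after reagent; normalized to genistein maximum activation (10microM) and DMSO, concentration-response fitted.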
Rab9 promoter act = activators of Rab9 promoter; Huh7 Rab9 promoter-luciferase reporter, luminescence, 24 h; Potency, µM (series often up to 9.22 µM), for inactives: at the top dose activation, negative = inhibition, usual class: activators; 320,000 compounds, 2.8% hits; AID 485297; note: % of control where 0% means no effect; nearly all actives have a fitted effect of over 60% in size
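Quantitative HTS format; Huh7 Rab9-luciferase reporter cells (1500/well) receive compound 2 h post-plating, incubate 24 h at 37 °C, then get luciferase reagent for 10 min before luminescence reading.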
The depositor's hits bear a star; ? = inconclusive; . = no result given; [ ] = remark or other dose. Unless noted, calls come from the whole dose curve; as a rule, active = well fitted curve in the direction sought with a large enough effect; inconclusive = small, poorly fitted or top-dose-only effect, or another doubt; inactive = no such curve, though single readings can be large; an effect the other way counts as inactive or inconclusive. Potency is the fitted concentration of half-maximal effect.

No.	compound	BRCA1 expr act	RORgamma inh	ELG1 genotoxic	uPA surface inh	p53 reactivator	MBNL1-CUG inh	Rab9 promoter act	FLuc counter	NPC1 promoter act	Gal4-VP16 FLuc
1	Cc1ccc(NC(=O)Nc2nnc(Cc3ccc([N+](=O)[O-])cc3)s2)cc1C	26%	?	0%	20%	21%	-13%	3%	-4%	5%	?
2	COC(=O)c1ccc(CN2C(=O)NC(CC(C)C)C2=O)cc1 (stereo not drawn)	6%	17%	0%	1%	-6%	-3%	-3%	-3%	-2%	-13%
3	CN=C(Nc1ccc(Cl)cc1)c1cccc(C(F)(F)F)c1	-73%	47%	-6%	3%	2%	-6%	7%	1%	3%	-3%
4	Cc1ccc(C)c(-n2ccnc2SCC(=O)Nc2cccc(S(=O)(=O)NC3=NCCC3)c2)c1	-15%	.	0%	8%	-9%	.	0%	.	-1%	.
5	Cc1cccc(N(C(=O)c2ccc(CN3CCOCC3)o2)C(C(=O)NC2CCCCC2)c2ccc(F)cc2)c1 (stereo not drawn)	-9%	12%	10%	1%	17%	7%	1%	1%	6%	1%
6	CCN(C(=O)CSc1nncn1-c1ccccc1)C1CCS(=O)(=O)C1 (stereo not drawn)	1%	.	0%	3%	5%	.	-5%	0%	0%	.
7	CC(=O)n1nc(-c2ccccc2)nc1NCc1ccc(N(C)C)cc1	?	16%	?	4%	-8%	-6%	?	-10%	25%	?
8	O=C(COC(=O)c1ccc2c(c1)OCCO2)NCCC1=CCCCC1	41%	?	12%	6%	17%	6%	0%	-10%	0%	13%
9	CCn1c(O)c(C=NC2CCCC2)sc1=S	17%	?	?	2%	7%	?	18%	?	18%	11%
10	Cc1cc(=O)oc(C)c1C(=O)NCCC1=CCCCC1	1%	-35%	0%	.	-6%	-10%	-5%	0%	-1%	-2%
11	O=C(NCc1ccccc1)c1cccnc1Sc1ccccc1	11%	18%	0%	-1%	-6%	-1%	-8%	0%	4%	8%
12	CCCCOc1ccc(NC(=S)Nc2cc(C)nc(SCCCC)n2)cc1	20%	1.4µM*	5%	1%	12%	-10%	-1%	1%	-5%	1µM*
13	CCc1ccc(NC(=O)C(CC)Sc2nc3ccsc3c(=O)n2CCC(=O)O)cc1 (stereo not drawn)	16%	0%	4%	5%	-3%	3%	-1%	-1%	-5%	0%
14	O=C1NCCCc2nonc21	28%	9%	-2%	2%	12%	0%	1%	-1%	-2%	1%
15	Cc1ccc(S(=O)(=O)Nc2nccs2)cc1[N+](=O)[O-]	-3%	-8%	0%	2%	-1%	-14%	-7%	-7%	0%	7%
16	O=[N+]([O-])c1cccnc1SCc1c(F)cccc1Cl	-5%	5%	0%	-4%	-4%	-2%	-4%	0%	-1%	-9%
17	Cc1ccc(C)c(NC(=O)c2cccc(Oc3ccc([N+](=O)[O-])cc3Cl)c2)c1	-34%	-5%	-2%	?	10%	14%	-3%	3%	-2%	-4%
18	O=C(NCc1ccccc1Cl)C1=CC=CN2CCS(=O)(=O)N=C12	-1%	.	3%	?	-9%	.	-2%	-5%	-2%	.
19	Cc1cc(NC(=O)CSc2nnc3ccccn23)no1	-5%	-2%	-1%	.	-4%	-3%	-1%	0%	-1%	10%
20	Cc1cc2oc(=O)cc(CN3CCN(S(=O)(=O)c4cccs4)CC3)c2cc1C(C)C	-65%	9%	-5%	2%	-8%	-9%	1%	-1%	-4%	-5%
21	Cc1ccc(N=C2NC(=O)CS2)c(C)c1	5%	24%	-1%	-4%	-5%	-7%	0%	-5%	-4%	19%
22	COc1cccc(C2C(C(=O)Nc3ccc(C)cc3C)=C(C)Nc3ncnn32)c1OC (stereo not drawn)	-6%	?	0%	5%	-3%	-1%	-2%	-1%	0%	-5%
23	C=CCn1c(NCc2c[nH]c3ccccc23)nc2ccccc21	?	?	1%	0%	?	?	17%	24µM*	17%	-1%
24	O=[N+]([O-])c1cc([N+](=O)[O-])c2cccnc2c1O	.	-27%	14%	.	-4%	?	2%	3%	2%	-1%
25	CCCc1cc(C(=O)N2CCN(c3ccccc3C)CC2)cs1	4%	32%	0%	.	2%	-7%	-2%	5%	-2%	24%
26	Cc1cc(NCc2ccccc2)nc(-c2ccccc2O)n1	10%	?	-2%	-11%	?	-1%	-19%	?	2%	-2%
27	O=C1CN(C(=O)CSc2nc(-c3ccc(Cl)cc3)cs2)c2ccccc2N1	-38%	69%	1%	1%	3%	-6%	-15%	-25%	-2%	-4%
28	Cc1ccc(NC(=O)Cn2nc(C)c([N+](=O)[O-])c2C)cc1Cl	-7%	27%	-1%	0%	-2%	-3%	-12%	-2%	-3%	2%
29	CC(Sc1cccc[n+]1[O-])C(=O)Nc1ccc(Oc2ccccc2)cc1 (stereo not drawn)	0%	19%	0%	.	4%	-3%	-1%	-3%	1%	4%
30	O=C(NCCCN1CCOCC1)c1ccccc1NS(=O)(=O)c1cc([N+](=O)[O-])ccc1Cl	-25%	-7%	1%	-3%	-10%	?	7%	3%	-1%	13%
31	O=C(CSc1nnc2c(n1)[nH]c1ccccc12)OCc1ccccc1	-23%	18%	-1%	1%	0%	-7%	-3%	3%	-5%	2%
32	C=C(c1cccc2ccccc12)P(=O)(O)O	4%	14%[0.365 µM]	-1%	10%	10%	-6%	-1%	1%	-2%	.

For convenience, eight of the compounds above:
No.	compound	BRCA1 expr act	RORgamma inh	ELG1 genotoxic	uPA surface inh	p53 reactivator	MBNL1-CUG inh	Rab9 promoter act	FLuc counter	NPC1 promoter act	Gal4-VP16 FLuc
22	COc1cccc(C2C(C(=O)Nc3ccc(C)cc3C)=C(C)Nc3ncnn32)c1OC (stereo not drawn)	-6%	?	0%	5%	-3%	-1%	-2%	-1%	0%	-5%
23	C=CCn1c(NCc2c[nH]c3ccccc23)nc2ccccc21	?	?	1%	0%	?	?	17%	24µM*	17%	-1%
24	O=[N+]([O-])c1cc([N+](=O)[O-])c2cccnc2c1O	.	-27%	14%	.	-4%	?	2%	3%	2%	-1%
25	CCCc1cc(C(=O)N2CCN(c3ccccc3C)CC2)cs1	4%	32%	0%	.	2%	-7%	-2%	5%	-2%	24%
26	Cc1cc(NCc2ccccc2)nc(-c2ccccc2O)n1	10%	?	-2%	-11%	?	-1%	-19%	?	2%	-2%
27	O=C1CN(C(=O)CSc2nc(-c3ccc(Cl)cc3)cs2)c2ccccc2N1	-38%	69%	1%	1%	3%	-6%	-15%	-25%	-2%	-4%
28	Cc1ccc(NC(=O)Cn2nc(C)c([N+](=O)[O-])c2C)cc1Cl	-7%	27%	-1%	0%	-2%	-3%	-12%	-2%	-3%	2%
29	CC(Sc1cccc[n+]1[O-])C(=O)Nc1ccc(Oc2ccccc2)cc1 (stereo not drawn)	0%	19%	0%	.	4%	-3%	-1%	-3%	1%	4%

(cont.)
No.	compound	BRCA1 expr act	RORgamma inh	ELG1 genotoxic	uPA surface inh	p53 reactivator	MBNL1-CUG inh	Rab9 promoter act	FLuc counter	NPC1 promoter act	Gal4-VP16 FLuc
33	Cc1ccc(CSC2=NCCN2C(=O)c2ccc(S(=O)(=O)N(C)C)cc2)cc1	-5%	25%	-2%	7%	0%	14%	-5%	-6%	-1%	1%
34	CCOC(=O)CCC(=O)N1CCOCCOCCOCC1	-1%	8%	-1%	4%	-2%	-8%	4%	0%	1%	3%
35	O=C(CCc1[nH]c2ccccc2c1Sc1ccccc1)N(CCO)CCO	19%	31%	3%	2%	4%	.	-2%	1%	-4%	-20%
36	CCOC(=O)N1CCC(NC(=O)c2ccc3c(c2)N=C(CC)c2ccccc2S3)CC1	-21%	?	1%[9.26 µM]	-11%	2%	9%	-3%	-1%	-3%	-2%
37	COc1ccccc1NC(=O)/C=C1\NC(=O)CS1	26%	7%	5%	.	7%	0%	1%	-15%	-2%	-3%
38	O=C(CSc1nncs1)Nc1ccc(Cl)cn1	8%	36%	-2%	4%	10%	-19%	0%	0%	7%	-4%
39	CSCCC(NC(=O)COc1ccccc1)C(=O)OC(C)C(=O)Nc1ccccc1C (stereo not drawn)	-20%	.	-2%	-6%	-1%	.	-15%	-1%	-1%	.
40	NC(=O)COC(=O)c1cccc2c1-c1ccccc1C2=O	1%	-30%	0%	2%	-2%	?	-10%	-5%	-1%	-21%
41	C[C@@H](C(=O)Nc1ccc2c(c1)OCCO2)n1nnc2ccccc2c1=O	?	2%	?	-5%	?	-4%	3.5µM*	8.5µM*	3.5µM*	?
42	COc1cccc(NC(=O)c2cc(C(=O)Nc3cccc(OC)c3)n(C)n2)c1	-13%	37%	-28%	18%	-13%	-7%	-3%	-1%	-1%	-26%
